HTT aggregate: mutant huntingtin aggregation inhibition; Potency, µM (titrated, usually from 46.1 µM), inactives show at the highest dose activity change, negative = inhibition, actives largely listed as inhibitors; 1.1% of 220,000 active; PC12 HttQ103-GFP aggregates, Acumen cytometry, 40 h; AID 1688; note: potency is the fitted concentration of half-maximal effect; % is set by controls: 0 for no effect and ±100 for the full control effect; nearly all actives have a fitted effect of over 60% in size
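Read-out: GFP aggregate count by laser scanning cytometer (488 nm excitation, 500-530 nm emission, 1–25 µm objects >6 SD above background). Cells: PC12, inducible HTTex1-Q103-GFP, 100 nM tebufenozide; compounds titrated.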
Lamin A splicing: LMNA splicing modulation. HeLa LMNA splicing GFP/RFP minigene ratio, 48 h. Potency, µM (doses to about 46.1 µM), inactives show top-dose ratio change, negative = inhibition, most hits filed as inhibitors. 0.01% of 200,000 active. AID 1487; active = well fitted inhibition curve with a large enough effect in the signal ratio, with a control signal flat, not every such curve was filed as active; inconclusive = small, poorly fitted or top-dose-only effect, or effect the other way, or a change in a side signal; the % refers to the signal ratio; note: potency is the fitted concentration of half-maximal effect; % is set by controls: 0 for no effect and ±100 for the full control effect
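S3 HeLa stable clones carrying a lamin A-EGFP splicing minigene plus DsRed2 were seeded at 600 cells/well in Opti-MEM with 2% FBS, pin-dosed and incubated 48 h at 37°C. Acumen cytometry (488 nm) gave the GFP/RFP total-intensity ratio.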
Epigenetic reg: regulators of epigenetic silencing causing reporter derepression in mouse cells | murine LDR cells, GFP reporter derepression, 30 h | Potency, µM (highest dose often 53.9 µM), inactives show at the highest dose GFP activation, hits mostly activators | 0.2% of 280,000 active; note: potency is the fitted concentration of half-maximal effect; % of control where 0% means no effect; nearly all actives have a fitted effect of over 60% in size
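In this reporter-derepression format, murine cells bearing a silenced integrated CMV-GFP locus incubate with test compound (30 h, 37 C), then are washed and imaged; fluorescent objects of 20–120 um count as induced cells.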
Luc counter: Kinase-Glo luciferase inhibition (counter-screen). Q27757. Kinase-Glo luciferase, ATP luminescence, 8 min. Potency, µM (series often up to 38.3 µM), without a hit: at the highest dose activity change, negative = inhibition, most hits filed as inhibitors. 0.28% of 200,000 active. AID 1379; note: potency is the fitted concentration of half-maximal effect; % is set by controls: 0 for no effect and ±100 for the full control effect; nearly all actives have a fitted effect of over 60% in size
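Substrate mix (final 50 mM imidazole pH 7.2, 50 mM KCl, 7 mM MgCl2, 10 uM ATP, 0.01% Tween 20, 0.05% BSA) plus pin-tool compound, then Kinase-Glo detection mix; 8 min ambient, luminescence read.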
IMPase Li inh: cell-permeable IMPase inhibitors with lithium potentiation | CHO-M1 cells, IP1 TR-FRET (IP-One), carbachol + lithium | Potency, µM (doses to about 59.4 µM), without a hit: at the highest dose activity, negative = IMPase inhibition, actives largely listed as inhibitors | 0.35% of 210,000 active;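 note: IP1 builds up when IMPase is blocked and the TR-FRET signal falls; potency is the fitted concentration of half-maximal effect; plate controls were basal vehicle for no effect and high inhibitor control for full effect; nearly all actives have a fitted effect of over 50% in size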
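Steps: plate 2000 CHO-M1 cells per well and culture 16–30 h; add compound and lithium; incubate 30 min, 37C; add d2-IP1 tracer and Eu cryptate anti-IP1 antibody in lysis buffer; read after 10 min at room temperature.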
NPSR antag: blocks cAMP signaling of the human neuropeptide S receptor; CHO-NPSR cells, cAMP TR-FRET, antagonist mode; Potency, µM (titrated, usually from 38.3 µM), for inactives: at the highest dose activity change, negative = inhibition, hits mostly inhibitors; 1% of 220,000 active; AID 1461; note: potency is the fitted concentration of half-maximal effect; % is set by controls: 0 for no effect and ±100 for the full control effect; nearly all actives have a fitted effect of over 50% in size; many of its hits are not listed in these tables
Target sequence (Q6W5P4 whole entry, looked up): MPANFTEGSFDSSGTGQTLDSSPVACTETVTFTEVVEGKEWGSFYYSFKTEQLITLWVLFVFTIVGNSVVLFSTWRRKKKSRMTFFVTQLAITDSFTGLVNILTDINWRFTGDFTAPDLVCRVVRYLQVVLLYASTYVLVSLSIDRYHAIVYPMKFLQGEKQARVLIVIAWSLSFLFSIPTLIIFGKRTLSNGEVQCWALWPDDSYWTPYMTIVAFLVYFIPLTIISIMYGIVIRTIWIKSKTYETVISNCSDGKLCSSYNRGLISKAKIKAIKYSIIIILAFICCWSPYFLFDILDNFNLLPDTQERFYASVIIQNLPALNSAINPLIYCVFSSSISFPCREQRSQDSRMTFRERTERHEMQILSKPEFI
CBFb RUNX1 block: inhibitors of human CBF-beta and RUNX1 interaction. Q01196+Q13951. AlphaScreen CBFb-His/RUNX1-biotin binding, biochemical. Potency, µM (series often up to 59.8 µM), for inactives: at the highest dose activity, negative = inhibition, actives largely listed as inhibitors. 230,000 tested, under 10 active; note: % of control where 0% means no effect
Target sequence (Q01196 whole entry, looked up): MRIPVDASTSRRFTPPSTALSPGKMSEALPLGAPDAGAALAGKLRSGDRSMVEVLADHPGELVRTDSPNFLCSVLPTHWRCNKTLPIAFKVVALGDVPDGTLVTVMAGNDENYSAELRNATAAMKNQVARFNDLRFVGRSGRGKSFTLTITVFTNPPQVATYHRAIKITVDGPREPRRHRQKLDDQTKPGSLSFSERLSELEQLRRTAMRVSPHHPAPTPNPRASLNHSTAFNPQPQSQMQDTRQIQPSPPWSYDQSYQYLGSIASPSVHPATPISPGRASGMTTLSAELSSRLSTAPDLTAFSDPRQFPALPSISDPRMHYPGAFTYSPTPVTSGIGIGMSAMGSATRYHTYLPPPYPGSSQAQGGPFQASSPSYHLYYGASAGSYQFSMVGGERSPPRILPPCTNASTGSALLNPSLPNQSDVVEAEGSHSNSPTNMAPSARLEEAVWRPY
Target sequence (Q13951 whole entry, looked up): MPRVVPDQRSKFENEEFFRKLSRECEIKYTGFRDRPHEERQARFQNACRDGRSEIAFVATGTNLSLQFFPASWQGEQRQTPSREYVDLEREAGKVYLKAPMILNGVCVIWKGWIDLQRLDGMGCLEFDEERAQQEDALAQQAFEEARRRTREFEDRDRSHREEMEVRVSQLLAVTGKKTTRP
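CBF-beta (His) and RUNX1 (biotin), 30 nM each; 20 min preassociation; + compound, 15 min; + beads 50 ng each (Ni, streptavidin), 90 min; RT; AlphaScreen read.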
* marks the source's active call; other numbers are inactive results; ? = inconclusive; / = not tested or not shown; [ ] = dose if it differs, or a comment. Unless noted, calls come from the whole dose curve; as a rule, active = well fitted curve in the direction sought with a large enough effect; inconclusive = small, poorly fitted or top-dose-only effect, or another doubt; inactive = no such curve, though single readings can be large; an effect the other way counts as inactive or inconclusive. Only part of the results is shown, so the mix of outcomes need not match the whole.

molecule | HTT aggregate | Lamin A splicing | Epigenetic reg | Luc counter | IMPase Li inh | NPSR antag | CBFb RUNX1 block
Nc1c(C(=O)N2CCCCC2)sc(=S)n1-c1ccccc1 | ? | -24% | -6.3% | -1% | 23%[38.3 µM] | -17%[46.1 µM] | -9%
CCc1ccccc1NC(=S)NCCSc1ccc(Cl)cc1 | ? | / | 2.4% | 1% | 8% | -41% | -4%
Cc1ccc(NC(=O)CSc2ccc(-c3ccco3)nn2)cc1 | -15% | / | -1.2% | 1% | 1% | 15% | -3%
Cc1oc(C(=O)O)cc1CSc1nnc(-c2ccccc2)n1C | -12% | 5% | -1.1% | 4% | 17%[38.3 µM] | -7%[46.1 µM] | 0%
O=C(Oc1ccccc1)c1ccc(NC(=O)c2ccco2)cc1 | 2% | 8% | -0.9% | -26% | 4% | 2% | 7%
CCc1ccc(NC(=S)Nc2ccc3cn[nH]c3c2)cc1 | 3% | 3% | 0.1% | 0% | 4% | -14% | 9%
Nc1nc(CN2CCN(c3ccccn3)CC2)nc(Nc2ccc(Cl)cc2)n1 | 14% | ? | -0.7% | 8% | -11%[38.3 µM] | -28%[46.1 µM] | -3%
COCCNC(=O)c1ccc(-n2c(SCc3cc(F)ccc3F)nc3ccccc3c2=O)cc1 | 11% | 7% | 2.3% | 0% | 12% | -29% | 0%
CC(=O)Nc1ccc(NC(=O)CCCSc2nc3ccccc3s2)cc1 | 6% | -19%[46 µM] | 1.1% | 2% | 19% | -11% | 9%
O=C(O)c1ccccc1C(=O)Nc1ccc(Oc2cccc3ccccc23)cc1 | 5% | ? | -0.3% | 2% | 7% | -3% | -3%
Cc1ccc(C)c(NS(=O)(=O)c2cc(Br)cnc2N)c1 | 13% | 1% | -0.1% | -3% | 1%[38.3 µM] | -11%[46.1 µM] | 3%
CCOC(=O)C1=C(C)N=C2c3ccccc3C(=O)C2C1c1ccc(Br)cc1 (stereo not drawn) | ? | ? | 1.3% | 0% | 2% | ? | ?
C=C(C)CSc1cc(C)c(C#N)c2nc3ccccc3n12 | -1% | -17% | -1.0% | 11% | -26% | 1% | -3%
CC1Cc2ccccc2N1CC(=O)NC(c1ccccc1)c1ccccc1 (stereo not drawn) | 17% | -9% | 0.0% | 3% | 15% | -59% | -9%
O=C(CN1C(=O)NC2(CCCC2)C1=O)Nc1cccc(-c2nnc3n2CCCCC3)c1 | 2% | 1% | 4.9% | -1% | -6%[38.3 µM] | 7%[46.1 µM] | 2%

Compounds shown so far that contain a Cl atom (two):
molecule | HTT aggregate | Lamin A splicing | Epigenetic reg | Luc counter | IMPase Li inh | NPSR antag | CBFb RUNX1 block
CCc1ccccc1NC(=S)NCCSc1ccc(Cl)cc1 | ? | / | 2.4% | 1% | 8% | -41% | -4%
Nc1nc(CN2CCN(c3ccccn3)CC2)nc(Nc2ccc(Cl)cc2)n1 | 14% | ? | -0.7% | 8% | -11%[38.3 µM] | -28%[46.1 µM] | -3%

Arranged by number of heavy atoms (descending): five of the compounds above
molecule | HTT aggregate | Lamin A splicing | Epigenetic reg | Luc counter | IMPase Li inh | NPSR antag | CBFb RUNX1 block
O=C(CN1C(=O)NC2(CCCC2)C1=O)Nc1cccc(-c2nnc3n2CCCCC3)c1 | 2% | 1% | 4.9% | -1% | -6%[38.3 µM] | 7%[46.1 µM] | 2%
Nc1nc(CN2CCN(c3ccccn3)CC2)nc(Nc2ccc(Cl)cc2)n1 | 14% | ? | -0.7% | 8% | -11%[38.3 µM] | -28%[46.1 µM] | -3%
CC1Cc2ccccc2N1CC(=O)NC(c1ccccc1)c1ccccc1 (stereo not drawn) | 17% | -9% | 0.0% | 3% | 15% | -59% | -9%
CCc1ccc(NC(=S)Nc2ccc3cn[nH]c3c2)cc1 | 3% | 3% | 0.1% | 0% | 4% | -14% | 9%
Cc1ccc(C)c(NS(=O)(=O)c2cc(Br)cnc2N)c1 | 13% | 1% | -0.1% | -3% | 1%[38.3 µM] | -11%[46.1 µM] | 3%

Following part
molecule | HTT aggregate | Lamin A splicing | Epigenetic reg | Luc counter | IMPase Li inh | NPSR antag | CBFb RUNX1 block
COc1cccc(N(CC(=O)N/N=C(\C)c2cccs2)S(C)(=O)=O)c1 | -13% | ? | 6.7% | 1% | 0% | 0% | 0%
CCOc1ccc2nc(-c3cc(NC(C)=O)ccc3O)sc2c1 | -6% | / | -3.1% | 0% | 10µM* | -11% | -1%
COc1ccc(C(=O)N2CCN(c3ccc([N+](=O)[O-])c(NCCc4ccc(OC)c(OC)c4)c3)CC2)cc1 | -32% | ? | 1.9% | 3% | 6% | 7% | -16%
O=C(Nc1ccncc1)c1cc(F)cc(F)c1 | -25% | 16% | -1.2% | 1% | -4%[38.3 µM] | 12%[46.1 µM] | 1%
COc1ccccc1OCc1ccc(C(=O)Nc2ccccc2F)cc1 | 9% | -8% | -0.1% | / | / | -24%[46.1 µM] | -3%
Fc1cc(F)c2nc(Nc3nc4c(F)cccc4s3)sc2c1 | -9% | ? | -1.9% | 3% | ? | -45% | -2%
COc1cc(C)c(Cl)cc1S(=O)(=O)N1CCCC1 | -12% | / | -1.0% | 0% | 0% | 5% | 1%
COc1ccccc1Nc1ccc(N)cc1 | -15% | -17%[46 µM] | -3.8% | -17% | 14% | -11% | ?
COC(=O)CSc1nc(-c2cccs2)ccc1C#N | 13% | -3% | 0.8% | -7% | 25µM* | 3%[46.1 µM] | 9%
Cc1ccc(S(=O)(=O)NNC(=O)c2cnn(-c3ccccc3)c2C(F)(F)F)cc1 | 17%[9.22 µM] | / | 9.4% | / | / | -4% | 2%
Cc1ccc2c(c1)c1c3n2CCCNC3CCC1 (stereo not drawn) | -1% | 12% | -4.5% | -2% | -9%[38.3 µM] | -1%[46.1 µM] | -2%
Cc1cc(C)nc(N/N=C/c2c(C)oc3ccccc23)n1 | 28% | -12%[46 µM] | 0.1% | 2% | 5% | 13% | -1%
CC1=C(C(=O)Nc2ccccc2)C(c2ccc(N(C)C)cc2)NC(=O)N1 (stereo not drawn) | 0% | 4% | -0.1% | -3% | 27%[38.3 µM] | -20%[46.1 µM] | 4%
O=C1Nc2ccccc2SC(c2ccccc2)C1O (stereo not drawn) | 10%[9.22 µM] | 0% | 1.6% | 0% | -9%[38.3 µM] | -14%[46.1 µM] | -13%
CCC(Sc1nc(N)c(NC(=O)c2ccc(OC)c(OC)c2)c(=O)[nH]1)C(=O)OC (stereo not drawn) | -9% | 8% | 3.6% | 0% | 6%[38.3 µM] | 1%[46.1 µM] | -1%

(list continues)
molecule | HTT aggregate | Lamin A splicing | Epigenetic reg | Luc counter | IMPase Li inh | NPSR antag | CBFb RUNX1 block
Oc1ccc(N=Cc2cc(Br)c(N3CCOCC3)o2)cc1 | ? | -7% | 1.1% | -10% | 41%[activator] | -7% | 6%
COc1ccc(C(=O)Oc2c(CN3CCOCC3)cc(Cl)c3cccnc23)cc1 | ? | ? | 7.1µM* | 4% | 44%[activator][38.3 µM] | -13%[46.1 µM] | -19%
O=C(O)CCCNS(=O)(=O)c1ccc2c(c1)OCCCO2 | -13% | 4% | 1.3% | 2% | -4% | -11%[46.1 µM] | 2%
COc1ccc(Cl)cc1NC(=O)CCCN1C(=O)CCC1=O | -1% | -1% | 0.0% | 16% | -1%[38.3 µM] | 0%[46.1 µM] | -1%
CCOc1ccc(C(CC(=O)O)NC(=O)c2ccco2)cc1OC (stereo not drawn) | -13% | 4% | 0.0% | 4% | 22%[38.3 µM] | -10%[46.1 µM] | -6%
CC(CN1CCCC1)OC(=O)COc1ccccc1 (stereo not drawn) | -8% | -3% | -1.6% | 14% | -5%[38.3 µM] | -12%[46.1 µM] | 5%
CC(C)CC(=O)Nc1ccc(-c2cn3ccsc3n2)cc1 | ? | -2% | -1.1% | -29% | 30%[38.3 µM] | -16%[46.1 µM] | -6%
Cc1onc(-c2ccccc2)c1C(=O)Nc1nc2c(s1)C(=O)CC(C)(C)C2 | -7% | -1% | 0.9% | -1% | -6% | -4%[46.1 µM] | 5%
CC(CCc1ccccc1)NC(=O)COC(=O)c1cc(NS(=O)(=O)c2ccc(Cl)c([N+](=O)[O-])c2)ccc1O (stereo not drawn) | 26% | -16% | -1.9% | -1% | 14% | -41% | -20%
CN1C(=O)C(O)(c2sc(N)nc2-c2ccccc2)c2ccccc21 (stereo not drawn) | -13% | -3% | 0.0% | 0% | 6%[38.3 µM] | 4%[46.1 µM] | 1%
O=C(c1ccc(NS(=O)(=O)c2cccc3cccnc23)cc1)N1CCCCC1 | -15% | -3%[46 µM] | 1.0% | 3% | -5% | 1% | -4%
CC(C)Oc1ccccc1/C=N/NC(=O)c1ccccc1Cl | -15%[9.22 µM] | / | -1.1% | / | / | -1% | -2%
CCOc1ccc(S(=O)(=O)NCCSc2ccccc2)cc1 | 3%[9.22 µM] | -7% | 2.1% | -4% | 22%[38.3 µM] | -10%[46.1 µM] | 5%
COC(=O)C1C(=O)N2CCCSC2=C(C#N)C1c1cccs1 (stereo not drawn) | 3% | 4% | 6.9% | 3% | -11%[38.3 µM] | -8%[46.1 µM] | 2%
Cc1ccccc1OCc1nc(-c2cccnc2)no1 | 10%[9.22 µM] | 12%[46 µM] | 1.1% | 0% | 31% | -5% | 4%
O=C(NCCc1ccccc1)c1cc(=O)[nH]c2ccccc12 | -10% | ? | -3.7% | -1% | 10% | 22% | ?
